From PubChem
Rab9 prom act = activators of Rab9 promoter | AID 485297 | Potency, µM (doses to about 9.22 µM), for inactives: at the top dose activation, negative = inhibition, hits mostly activators | Huh7 Rab9 promoter-luciferase reporter, luminescence, 24 h | actives 2.8% (n = 320,000); also: potency is read from the fitted curve at half-maximal effect; % of control where 0% means no effect; nearly all actives have a fitted effect of over 60% in size
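Luciferase signal after 10 min detection reagent at ambient indicates Rab9 promoter upregulation; stably transfected Huh7 cells were treated 24 h with compound in DMSO at 37 °C, 5% CO2.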
NPC1 promoter act = NPC1 promoter activation; Huh7 NPC1 promoter luciferase reporter, 24 h; Potency, µM (titrated, usually from 9.22 µM), inactives show at the top dose activation, usual class: activators; actives 2.4% (n = 320,000); AID 485313;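 also: potency is read from the fitted curve at half-maximal effect; % of control where 0% means no effect; nearly all actives have a fitted effect of over 60% in size; reporter is driven by a mutant NPC1 promoter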
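Stably transfected Huh7 (NPC1 promoter→luciferase), 1500 cells/well in Opti-MEM + 10% FBS, 2 h settle, then compound 24 h at 37 °C. Luminescence after 10 min with Amplite reagent.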
BRCA1 expr act = BRCA1 expression activation | AID 624202 | MCF7-BRCA1-FFLuc reporter, luminescence, 48 h; response scale: scaled: vehicle 0%, 10 µM genistein 100% | Potency, µM (series often up to 46.1 µM), for inactives: at the top dose activation, usual class: activators | actives 1.1% (n = 380,000); also: potency is read from the fitted curve at half-maximal effect; nearly all actives have a fitted effect of over 80% in size; some results filed as inactive show a strong effect at the top dose
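Compounds are tested at multiple concentrations on MCF7 BRCA1-luciferase reporter cells seeded at 2000 per well; after 48 h, a single luminescence end-point is taken and curves fitted to the normalized data.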
Gal4-VP16 FLuc = counter-screen for ROR gamma inhibitors: Gal4-VP16 reporter; Drosophila S2 Gal4-VP16 UAS-luciferase, luminescence, 20 h; Potency, µM (top dose mostly 53.6 µM), for the others: top-dose activity, negative = inhibition, actives largely listed as inhibitors; actives 3.5% (n = 310,000); AID 2546;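 also: Gal4-VP16 expression switched on by copper sulfate through the metallothionein promoter; potency is read from the fitted curve at half-maximal effect; % is scaled to controls: 0 for no effect and ±100 for the full control effect; nearly all actives have a fitted effect of over 50% in size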
ELG1 genotox = induces genotoxicity in HEK293T cells with luciferase-tagged ELG1; HEK293T ELG1-luciferase reporter, luminescence, 16 h; Potency, µM (top dose mostly 46 µM), for the others: at the highest dose activity change, positive = activation, actives largely listed as activators; actives 1.3% (n = 330,000); AID 504466; also: potency is read from the fitted curve at half-maximal effect; % of control where 0% means no effect; nearly all actives have a fitted effect of over 60% in size
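Screening used a luciferase reporter fused to human ELG1 in HEK293T cells. Luminescence was read on a CCD plate imager after 16 hr exposure and 30 min ONE-Glo incubation.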
FLuc counter = inhibits or activates purified firefly luciferase, miR-21 counter-screen. P08659. purified FLuc, Km substrates, luminescence inhibition. Potency, µM (top dose mostly 57.5 µM), for inactives: top-dose activity change, negative = inhibition, most hits filed as inhibitors. actives 6.9% (n = 360,000);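 also: potency is read from the fitted curve at half-maximal effect; plate controls were vehicle for no effect and reference inhibitor for full effect; nearly all actives have a fitted effect of over 55% in size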
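Biochemical qHTS of compounds, final roughly 60 µM downward over six points, against 10 nM purified firefly luciferase using Km concentrations of substrates (10 uM D-luciferin, 10 uM ATP) in Tris acetate pH 7.5 buffer; luminescence output.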
Giardia kill = Giardia lamblia killing; Giardia lamblia trophozoite viability; activity change, % at 7.66 µM, hits read low; actives 0.15% (n = 340,000); in the data active = activity change below about -80%; inconclusive = between about -30% and that limit;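 also: parasites exposed to compound for two days anaerobically before the ATP read; % is scaled to controls: 0 for no effect and ±100 for the full control effect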
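ATP-content bioluminescence gauges trophozoite survival. Cells (100/well) receive compound and incubate anaerobically for 48 hrs at 37 deg C; detection reagent follows for 15-30 min at room temperature.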
PKM2 activator = PKM2 (human) enzyme activation; actives 0.34% (n = 260,000); purified PKM2, Kinase-Glo ATP luminescence, activation; response scale: 0% is enzyme alone, no compound; Potency, µM (highest dose often 57.5 µM), for inactives: at the top dose activation, actives largely listed as activators; also: potency is read from the fitted curve at half-maximal effect; % is scaled to controls: 0 for no effect and ±100 for the full control effect; nearly all actives have a fitted effect of over 55% in size
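Kinase-Glo luminescence reports ATP generated from ADP (0.1 mM) and PEP (0.5 mM) by purified hPK-M2 after 1 h at room temperature, pH 7.2 imidazole buffer; intermediate enzyme activity allows detecting inhibitors and activators.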
Menin MLL FP TR = displaces Texas Red mutant MLL peptide from human menin; O00255; Menin + Texas Red MLL mutant peptide, fluorescence polarization; Potency, µM (doses to about 61.6 µM), for the others: at the highest dose FP activity change, negative = inhibition, hits mostly inhibitors; actives 0.23% (n = 270,000); active = well fitted inhibition curve with a large enough effect in the polarisation, with a control signal flat, not every such curve was filed as active; inconclusive = small, poorly fitted or top-dose-only effect, or effect the other way, or a change in a side signal; inactive = no such curve, though single readings can be large or run the other way; the % refers to the polarisation; also: potency is read from the fitted curve at half-maximal effect; % of control where 0% means no effect; many of its hits are not listed in these tables
Target sequence (O00255 whole entry, looked up): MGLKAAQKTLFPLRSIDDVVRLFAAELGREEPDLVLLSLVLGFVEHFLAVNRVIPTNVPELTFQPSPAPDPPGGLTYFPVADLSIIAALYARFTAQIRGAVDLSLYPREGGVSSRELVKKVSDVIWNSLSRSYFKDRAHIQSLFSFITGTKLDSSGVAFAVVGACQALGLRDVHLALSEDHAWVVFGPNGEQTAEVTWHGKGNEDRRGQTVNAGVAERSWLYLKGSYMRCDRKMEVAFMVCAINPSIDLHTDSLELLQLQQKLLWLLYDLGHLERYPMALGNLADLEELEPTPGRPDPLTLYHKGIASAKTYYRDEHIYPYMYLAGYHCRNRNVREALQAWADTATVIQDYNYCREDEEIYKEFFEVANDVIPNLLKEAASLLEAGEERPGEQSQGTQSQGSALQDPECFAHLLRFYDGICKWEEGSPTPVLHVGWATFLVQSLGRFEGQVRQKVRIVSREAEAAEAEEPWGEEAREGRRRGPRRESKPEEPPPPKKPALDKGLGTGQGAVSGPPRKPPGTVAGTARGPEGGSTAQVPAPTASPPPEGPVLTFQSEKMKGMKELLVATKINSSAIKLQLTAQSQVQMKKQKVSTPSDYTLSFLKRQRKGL
RORgamma inh = ROR gamma (mouse) transcription inhibition | P51450 | Drosophila S2 Gal4-RORgamma UAS-luciferase reporter, 20 h | Potency, µM (highest dose often 53.6 µM), inactives show top-dose activity change, negative = inhibition, hits mostly inhibitors | actives 5.4% (n = 310,000); also: potency is read from the fitted curve at half-maximal effect; % is scaled to controls: 0 for no effect and ±100 for the full control effect; nearly all actives have a fitted effect of over 60% in size
Target sequence (P51450 whole entry, looked up, the tested form may be a part): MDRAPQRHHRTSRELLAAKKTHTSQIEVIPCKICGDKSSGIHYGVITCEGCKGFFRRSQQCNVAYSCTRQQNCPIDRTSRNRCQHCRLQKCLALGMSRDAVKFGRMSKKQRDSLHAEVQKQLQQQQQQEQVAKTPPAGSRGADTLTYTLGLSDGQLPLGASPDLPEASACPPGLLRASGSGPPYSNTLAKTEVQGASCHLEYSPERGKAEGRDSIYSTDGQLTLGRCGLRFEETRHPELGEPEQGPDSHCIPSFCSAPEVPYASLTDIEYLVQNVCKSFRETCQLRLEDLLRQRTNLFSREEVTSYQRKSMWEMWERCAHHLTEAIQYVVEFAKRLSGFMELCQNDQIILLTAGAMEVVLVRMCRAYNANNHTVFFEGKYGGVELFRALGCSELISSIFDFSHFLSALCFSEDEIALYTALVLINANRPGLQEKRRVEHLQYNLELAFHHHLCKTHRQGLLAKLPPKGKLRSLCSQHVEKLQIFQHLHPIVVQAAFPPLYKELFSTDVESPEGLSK
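Stable Schneider cell line, Gal4 DNA-binding domain fused to ROR gamma, UAS-luciferase. Cmpd 1 hr RT → CuSO4 700 uM final → 20 hr RT → luciferase reagent 10 min → luminescence.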
p53 reactivation = mutant p53 re-activation in reporter cells. H1299 p53-A138V BP100-luciferase reporter, luminescence, 24 h. Potency, µM (titrated, usually from 92.2 µM), for the others: top-dose activity change, positive = activation, hits mostly activators. actives 0.063% (n = 320,000). AID 504706; also: potency is read from the fitted curve at half-maximal effect; % of control where 0% means no effect; nearly all actives have a fitted effect of over 45% in size
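H1299 (p53-null), stable ts p53-A138V + BP100-Luc; 1000 cells/well, Opti-MEM/10% FBS; cpd 4 pt, 1:5; 24 h, 37 deg C, 5% CO2; detection reagent 10 min RT; luminescence.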
Numbers without * were called inactive; ? = inconclusive; · = not tested or not shown; [ ] = another dose, or the depositor's remark. Unless noted, calls follow the shape of the dose curve; as a rule, active = well fitted curve in the direction sought with a large enough effect; inconclusive = small, poorly fitted or top-dose-only effect, or another doubt; inactive = no such curve, though single readings can be large; an effect the other way counts as inactive or inconclusive.

SMILES	Rab9 prom act	NPC1 promoter act	BRCA1 expr act	Gal4-VP16 FLuc	ELG1 genotox	FLuc counter	Giardia kill	PKM2 activator	Menin MLL FP TR	RORgamma inh	p53 reactivation
Cc1ccc(C(=O)N/C(=C/c2ccco2)C(=O)NCCc2c[nH]c3ccccc23)cc1C	6.8%	-0.9%	1.5%	-8.6%	-3.2%	10.7µM*	-0.3	1.1%	1.7%	?	3.1%
CN(C)c1ccc(S(=O)(=O)N2CCCCC2)cc1NC(=O)C1=COCCO1	-1.7%	-0.7%	0.6%	-2.6%	-2.5%	4.9%	-12.8	-11.0%	·	5.1%	-8.0%
CC(C)c1c(O)c2c(n(-c3ccccc3)c1=O)CCCC2	0.9%	0.0%	2.7%	2.9%	0.5%	4.5%	-14.1	0.6%	-14.8%	32.7%	-0.4%
COc1ccc(-c2cc(=O)oc3cc(OCC(=O)NCc4ccccn4)ccc23)cc1	-3.6%	-2.3%	24.4%	5.3%	-1.4%	-1.7%	6.9	0.2%	?	18.0%	·
CCN1C(=O)[C@@H]2[C@@H](c3ccc(-c4ccc(C(C)=O)cc4)c(OC)c3)N3CCC[C@@]3(C(=O)OC)[C@@H]2C1=O	-7.0%	-3.3%	0.0%	·	0.9%	-2.4%	-13.4	·	·	·	-9.1%
O=[N+]([O-])c1ccccc1/C=N/Nc1nc(N2CCCC2)nc(N2CCCC2)n1	-1.9%	-7.0%	-37.3%	-6.3%	16.5%	-0.7%	6.1	-2.5%	-2.8%	12.6µM*	0.9%
O=C(O)c1cc(S(=O)(=O)Nc2ccc3cn[nH]c3c2)ccc1O	2.0%	0.0%	-26.3%	·	0.2%	-10.8%	-3.5	·	·	·	13.2%
COc1ccccc1C(=O)NN1C(=O)/C(=C/c2cccn2C)SC1=S	0.0%	6.8%	·	-7.1%	0.1%	?	·	-14.3%	·	20.3%	6.8%
NS(=O)(=O)c1ccc(CNC(=O)C(c2ccccc2)c2ccccc2)cc1	14.3%	-0.2%	-25.8%	2.1%	-12.0%	0.6%	20.2	1.3%[11.5 µM]	10.9%	6.3%	1.3%
O=C(NC(=S)Nc1ccccc1[N+](=O)[O-])c1cncc(Br)c1	7.1%	0.8%	-6.0%	5.62µM*	5.2%	-13.1%	-27.5	-10.8%	14.3%	7.08µM*	·
O=C(OCCc1cc2ccccc2c(=O)o1)c1ccc(F)cc1	-0.2%	12.3%	51.9%	·	2.9%	?	26.8	·	·	·	13.2%
COC(=O)c1c(NC(=O)CCC(=O)O)sc(Cc2ccccc2)c1C	-0.9%	-0.5%	-22.1%	3.2%	1.1%	-0.4%	19.8	-0.5%	·	-0.1%	-5.9%
CCOc1ccc(NC(=O)COC(=O)CC2CCCCC2)cc1	-1.2%	-0.1%	2.4%	·	-1.9%	-11.2%	-7.5	·	·	·	-4.0%
O=C(CSc1nnc(-c2ccc(S(=O)(=O)N3CCOCC3)cc2)o1)c1ccccc1F	9.5%	-8.9%	4.4%	-2.8%	-3.2%	6.0%	2.5	0.3%	13.7%	-34.0%	13.5%
Cc1ccccc1N(C)C(=O)c1coc(=O)c2ccccc12	3.3%	-2.2%	0.0%	0.7%	-5.4%	-1.9%	-2.8	-0.8%	-15.7%	21.6%	-5.9%
COc1cc2[nH]c(=S)n(CC3CCCO3)c(=O)c2cc1OC (centres undefined)	-2.3%	1.0%	-26.1%	?	-2.7%	1.8%	0.2	-4.1%	3.9%	?	2.0%
CC(=O)c1cccc(NC(=S)N2CCC(Cc3ccccc3)CC2)c1	-1.0%	0.5%	-4.1%	-70.8%	-7.7%	-3.7%	3.7	4.0%	1.0%	14.1µM*	0.0%
CCN(CC)CCCNC(=S)N(CCO)Cc1cc2cc3c(cc2[nH]c1=O)OCO3	3.8%	-0.4%	-5.0%	-6.5%	3.5%	1.7%	-3.3	-0.6%	-16.6%	1.9%	4.6%
Cc1ccc(C)c(S(=O)(=O)NCC(=O)Nc2ccc3c(c2)OCO3)c1	-0.4%	-0.2%	-23.0%	-1.5%	1.1%	-0.1%	19.9	-0.4%	·	-0.4%	-6.3%
CN(CC(=O)NCc1cccnc1)S(=O)(=O)c1cc(Cl)ccc1Cl	0.3%	-1.4%	-19.2%	·	-2.1%	-0.6%	12.2	·	·	·	-6.5%
O=C1C(C=NCCCN2CCCC2=O)=C(O)c2ccccc21	?	?	75.0%	-21.2%	18.4µM*	19µM*	3.7	-3.4%	-0.9%	-25.1%	18.4%
Cc1ccc(N2CC(C(=O)Nc3nnc(SCC(=O)Nc4nc(C)cs4)s3)CC2=O)cc1 (centres undefined)	1.4%	0.3%	-25.9%	-2.7%	4.3%	-0.1%	4.2	-2.4%	11.2%	34.5%	-0.1%
CC(C)(C)n1nnnc1C(c1cccc(C#N)c1)N1CCC(Cc2ccccc2)CC1 (centres undefined)	-2.7%	-1.4%	-26.3%	8.1%	-7.4%	2.8%	-19.6	8.7%	10.4%	32.5%	-5.9%
COc1ccc(CSc2ncnc3sccc23)cc1F	-7.3%	2.2%	50.7%	-14.1%	-1.1%	?	-17.3	?	2.3%	35.2%	20.2%
Cc1nc(-c2ccccn2)nc(SCC(=O)c2ccc(F)cc2)c1Cl	-1.7%	-1.2%	0.0%	?	-4.8%	6.8%	6.0	2.4%	·	3.55µM*	-4.2%
Cc1ccc(SCCN2CCN(C)CC2)cc1	11.2%	-0.8%	19.1%	-2.0%	-4.4%	5.0%	35.4[activator]	0.1%[11.5 µM]	9.2%	-1.9%	·
O=C(CNc1ccc(F)cc1)c1ccccc1	0.4%	2.9%	44.2%	-0.9%[10 µM]	?	15.1µM*	-1.0	-7.9%	-4.4%	-18.9%	10.1%
O=C(Nc1ccccc1C(=O)N1CCCCC1)c1cccs1	-1.3%	-0.4%	4.3%	-2.7%	0.7%	1.8%	21.3	-2.5%	·	-5.1%	7.2%
COc1ccc2cc3cc(C(=O)N(C)C4CCCCC4)oc3nc2c1	2.24µM*	2.24µM*	?	?	?	7.57µM*	-11.9	·	·	6.8%	22.6%
O=C(O)/C(=C\c1cccc(O)c1)c1ccc(S(=O)(=O)N2CCCC2)s1	-3.0%	-0.7%	5.3%	·	3.2%	-2.3%	7.4	·	·	·	-4.9%
O=C(NCc1ccco1)c1ccc2c(c1)N(Cc1ccccc1)C(=O)CS2	3.7%	0.9%	-27.1%	15.5%	-1.9%	-0.8%	-4.9	1.1%	-5.5%	14.3%	-7.2%
CCCCn1c(N)c(N(CCC(C)C)C(=O)c2ccc3c(c2)OCO3)c(=O)[nH]c1=O	-5.8%	-1.0%	-31.6%	·	-0.4%	0.9%	4.6	·	·	·	-1.0%
CC(C)C(=O)Nc1cccc(C(=O)NCc2ccc(S(N)(=O)=O)cc2)c1	-6.6%	4.5%	2.4%	5.6%	-5.6%	2.0%	1.4	-3.8%	1.3%	5.9%	15.3%
CCCCNC(=O)CCn1nc(-c2ccccc2)c2ccccc2c1=O	0.9%[1.84 µM]	-2.1%	1.5%	5.1%	-1.4%	3.1%	3.7	·	?	-7.9%	0.1%
Cc1ccc(S(=O)(=O)C2(C(=O)NCc3ccc4c(c3)OCO4)CC2)cc1	0.2%	-4.0%	3.1%	15.5%	-32.9%[inhibitor]	6.4%	24.9	0.3%	1.2%	14.7%	-5.9%
COc1cc(-c2c(C#N)c(N)nc3[nH]c(=S)[nH]c(=O)c23)ccc1O	2.4%	2.7%	-24.9%	-1.6%	-1.6%	2.6%	?	·	-3.8%	7.2%	-2.2%
CCCCn1c(N)c(N(CCC(C)C)C(=O)c2ccc3ccccc3c2)c(=O)[nH]c1=O	-3.5%	0.0%	8.4%	·	16.6%	-0.4%	2.8	·	·	·	-0.7%
CCOc1cccc(CN2CCC(n3nccc3NC(=O)c3ccc4c(c3)OCO4)CC2)c1	3.4%	0.8%	-11.3%	-5.3%	-1.9%	-0.1%	-10.7	-5.3%	·	-5.5%	16.7%
O=C(NCCCNC(=O)c1cccnc1)c1ccc(Cl)cc1	7.5%	-2.3%	-17.3%	-7.3%	17.1%	1.1%	35.4[activator]	-0.8%	18.1%	-7.3%	-3.8%
Nc1nc(NCc2ccccc2Cl)n(-c2ccccc2)n1	0.4%	-2.0%	-28.9%	2.5%	1.2%	-0.8%	-4.3	-5.4%	5.7%	-4.8%	-3.9%
CCOC(=O)N/N=C/c1ccc(C)o1	-2.4%	2.8%	13.3%	-4.1%	0.5%	3.3%	-4.0	2.0%	1.0%	5.6%	1.2%
CC(O)c1c(-c2ccccc2)nn(C)c1Cl (centres undefined)	12.1%	-1.9%	0.0%	-5.6%	-4.1%	-3.0%	-9.9	-2.1%	-0.8%	5.1%	-3.1%

An excerpt (hit frequency here may not be typical).
